Assay outcomes deposited in PubChem by Broad Institute.
miR122 inh: miR-122 Renilla sensor signal increase in Huh7, primary screen, miR-122 inhibitor project, cell-based, single point, plate reader. Huh7 miR-122 Renilla luciferase sensor, 48 h; neutral wells = 0, positive control = 100. activation (reporter increase), % at 12.5 µM. hit rate 0.3% among 340,000;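 active = mean replicate activation score at least 90 and every replicate individually at or above 90; inconclusive = only one of the two criteria met; inactive = neither criterion met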;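 also: higher luciferase means less miR-122 activity so hits act as miR-122 inhibitors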
CFTR F508del cor: F508del CFTR correction, initial screen, CFBE line, single point. CFBE cells, YFP halide quenching; stimulated with forskolin plus potentiator P3; % fluorescence drop versus neutral controls. activity (quench increase), % at 7.58 µM. hit rate 0.36% among 350,000. AID 720511, 2013;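 active = mean added fluorescence quench of at least 8% versus neutral control, with both replicates also reaching 8%; inconclusive = only one of the mean or replicate conditions met; inactive = mean below 8% and not both replicates reaching 8%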;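 also: cells transiently co-express mutant CFTR-F508del with the halide-sensitive YFP; corrector assay measuring rescue of mutant channel to the surface after 24 h compound exposure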
DENV2 CPE rescue: inhibitors of DENV2 cytopathic effect, primary screen, cell-based, plate reader, single concentration. CPE inhibition, % at 9.99 µM. hit rate 1.7% among 350,000. DENV2-infected cells, cytopathic effect rescue; in the data active = CPE inhibition above about 20%, passing the limit was not always enough; inconclusive = no clear call, values can overlap the other calls; tested in BHK-21 cells;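 also: 0% = median of neutral control wells and 100% = median of positive control wells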
GSIS activator: GLuc luminescence reporter in INS-1E cells, primary screen for activators of glucose-dependent secretion of insulin | activation, % at 16.6 µM | hit rate 0.61% among 370,000 | INS-1E GLuc reporter insulin secretion, 2-3 h;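 active = lowest replicate activation of at least 40%, so every replicate reaches that level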;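 also: 0% = median of neutral control wells and 100% = median of IBMX positive control wells; some compounds called inactive have numbers as strong as hits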
FN deposition inh: inhibitors of fibronectin matrix deposition, primary screen, AH1F cells, Alexa488-fibronectin fluorescence, plate reader; AH1F fibroblasts, overnight; inhibition, % at 12.6 µM; hit rate 0.086% among 350,000; AID 743247, 2014;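 active = mean inhibition across replicates of 30% or more, regardless of how many single replicates reach that level; inconclusive = mean under 30% yet at least half of replicates reach 30%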;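 also: positive control wells lacked labelled fibronectin entirely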
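test system = AH1F fibroblasts assembling fluorescent fibronectin matrix | quantity = 10000 AH1F cells per well | buffer or medium = DMEM plus 2% serum, read in PBS | doses = single dose, pinned | incubation = 1 h cell attachment, overnight exposure to compound and label | detection = fluorescence at 485 nm excitation, 525 nm emission | read-out basis = inhibition from reduced deposited-fibronectin fluorescence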
EWS-Fli block: EWS/Fli-driven NR0B1 reporter inhibitors, primary screen, A673 cells, NR0B1 luciferase, luminescence, MLPCN library | AID 651661, 2012 | inhibition, % at 12.6 µM | viability-normalised | hit rate 0.67% among 350,000;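 active = mean inhibition of at least 50% after viability correction, with every replicate also passing that limit; inconclusive = mean reaches 50% but only one of two replicates passes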;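 also: firefly luciferase signal divided by Alamar Blue viability fluorescence both relative to DMSO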
PAX8 inh HTS: inhibitors of PAX8-driven TPO luciferase reporter, primary screen, RMG-I cells, single concentration. SteadyGlo, 24 h. inhibition, % at 12.6 µM. hit rate 1.2% among 360,000;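 active = mean replicate inhibition at least 60% with every replicate also reaching 60%; inconclusive = only one of the two criteria is met; inactive = mean below 60% and not all replicates reaching 60%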;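 also: luciferase light reporting Pax8 driven TPO promoter activity; plate controls were median of neutral control wells for no effect and mitoxantrone controls for full effect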
An asterisk follows results filed as active; u = inconclusive; x = no result given; [ ] = another dose, or the depositor's remark.

SMILES	miR122 inh	CFTR F508del cor	DENV2 CPE rescue	GSIS activator	FN deposition inh	EWS-Fli block	PAX8 inh HTS
CCc1ccc(NS(=O)(=O)c2c(C(=O)N3CCCCCC3)c(C)n(C)c2C)cc1	5.1	-1.3	-2.9	4.0	5.4	3.0	-8.4
CO[C@@H](CN(C)S(=O)(=O)c1ccccc1)[C@H](C)CN(Cc1ccccc1Cl)[C@@H](C)CO	x	-1.1	-3.5	-2.8	-0.1	0.4	x
CCc1cccc(C)c1NC(=O)COC(=O)c1ccc2c(c1)S(=O)(=O)c1ccccc1C2=O	6.1	0.9	1.7	9.9	6.2	3.4	0.5
C[C@@H]1CN([C@H](C)CO)C(=O)c2cccc(NC(=O)c3ccc(-c4nccs4)cc3)c2O[C@@H]1CN(C)C(=O)Nc1ccc(F)cc1	39.3[16.7 µM]	0.6	62.9*	-4.6	6.8	-12.8	5.5
C[C@@H]1CN([C@H](C)CO)C(=O)Cc2cc(NC(=O)Cn3cnnn3)ccc2O[C@H]1CN(C)Cc1ccc(C(F)(F)F)cc1	-4.6[16.7 µM]	0.4	7.3	2.4	x	-0.9	18.1
CCOC(=O)c1ccc(NC(=O)Cn2cccc2)cc1	-4.9	-2.0	-3.2	7.2	x	-24.8	x
C[C@H](CO)N1C[C@H](C)[C@@H](CN(C)CC2CC2)OCCCC[C@H](C)Oc2ccc(NC(=O)c3ccncc3)cc2C1=O	3.8[16.7 µM]	3.5	-4.6	28.4	x	2.1	-3.7
O=C(OCCOc1ccc(Cl)cc1)c1cc(S(=O)(=O)N2CCCCC2)ccc1N1CCOCC1	-0.1	5.7	6.4	-19.9	-8.9	16.4	43.4
O=C(Oc1ccccc1Cl)C1CCN(C(=O)c2ccc(F)cc2)CC1	15.8	-4.4	13.8	-2.2	-2.4	-4.7	-6.3
CN(C(=O)COC(=O)c1ccccc1Cc1ccccc1)c1c(N)n(Cc2ccccc2)c(=O)[nH]c1=O	1.8	-9.5	0.3	-6.0	x	0.6	-2.4
COC1(OC)C=CC(=O)C=C1NC(=O)c1ccccc1OC(C)=O	x	-3.2	-1.5	-22.1	1.7	55.2*	68.8*
S=c1[nH]nc(-c2ccncc2)n1/N=C/c1cccc2ccccc12	x	-1.8	u	5.7	5.0	-0.9	15.4
C[C@@H]1CN([C@@H](C)CO)C(=O)c2cc(C#CCN(C)C)cnc2O[C@@H]1CN(C)C(=O)Cc1ccccc1	5.7[16.7 µM]	1.5	x	6.2	x	-2.5	-3.9
CN(C(=O)c1cccc(NC(=O)Cc2ccc(NC(=O)C3CCCN(C(=O)C4CCCCC4)C3)cc2)c1)C1CCCC1 (stereo not drawn)	-1.2	0.4	1.0	-2.4	-13.7	8.6	18.7
CC1CCCCC1NC(=O)CCCCCn1c(=S)[nH]c2ccccc2c1=O (stereo not drawn)	x	-1.8	-4.4	0.6	-5.5	2.3	6.0
Cc1coc2c(C)c3oc(=O)c4c(c3cc12)CCCC4	x	-0.8	12.1	9.3	x	2.8	x
C[C@H](CO)N1C[C@H](C)[C@H](CN(C)Cc2ccncc2)OCCCC[C@H](C)Oc2ccc(NC(=O)c3ccncc3)cc2C1=O	-1.2[16.7 µM]	-3.6	3.6	3.1	-2.4	x	-1.2
Cc1ccc(NC(=O)c2ccc(Cl)nc2)cc1	x	-2.2	x	13.8	11.2	-28.4	-16.1
COc1ccc(COCC23N=C4SCc5ccccc5CN4[C@H](c4ccccc4O2)[C@H]3COC(=O)c2ccccc2)cc1	x	1.8	31.6*	x	x	18.0	6.9
COc1ccc(C(=O)/C=C/C(=O)N(CC(=O)NCCC(C)C)Cc2cccs2)c(O)c1	x	0.9	-2.5	-0.3	6.5	-4.5	0.2
Cc1cc(OC(=O)c2ccccc2[N+](=O)[O-])c([N+](=O)[O-])c(=O)[nH]1	-2.6	-3.4	2.6	8.4	-4.2	0.8	-0.2
Cc1ccc(S(=O)(=O)N2CCN(C(=O)COC(=O)C3(C)CC3(Cl)Cl)CC2)c(C)c1 (stereo not drawn)	-6.1	5.5	-1.5	-55.4	7.0	5.4	0.2
COC(=O)CCC(=O)N1CCCC(CO)(Cc2ccccc2C)C1 (stereo not drawn)	x	0.0	0.2	8.0	-4.1	3.0	1.4
CC(=O)c1cccc(NC(=O)CCNS(=O)(=O)c2cccc3nonc23)c1	-2.9	-3.0	-2.1	-5.7	0.6	-1.3	27.0

Reprinted from the part before: 3 entries; new compounds follow.
SMILES	miR122 inh	CFTR F508del cor	DENV2 CPE rescue	GSIS activator	FN deposition inh	EWS-Fli block	PAX8 inh HTS
Cc1ccc(S(=O)(=O)N2CCN(C(=O)COC(=O)C3(C)CC3(Cl)Cl)CC2)c(C)c1 (stereo not drawn)	-6.1	5.5	-1.5	-55.4	7.0	5.4	0.2
COC(=O)CCC(=O)N1CCCC(CO)(Cc2ccccc2C)C1 (stereo not drawn)	x	0.0	0.2	8.0	-4.1	3.0	1.4
CC(=O)c1cccc(NC(=O)CCNS(=O)(=O)c2cccc3nonc23)c1	-2.9	-3.0	-2.1	-5.7	0.6	-1.3	27.0
CC(C)NC(=O)N(C)C[C@@H]1Oc2cc(C3=CCCC3)ccc2S(=O)(=O)N([C@H](C)CO)C[C@H]1C	-2.4[16.7 µM]	-2.3	-6.8	-1.3	x	-10.0	x
C=CCN1CCc2nc(N)sc2CC1	-11.3	-3.4	-3.7	x	-3.6	-3.0	-0.6
COc1ccc(COC(=O)c2cccc(S(=O)(=O)N3CCCC3)c2)cc1F	3.8	-0.5	1.9	4.2	x	x	7.7
COc1ccc(C2=NOC(C(=O)NCCN3CCOCC3)C2)cc1 (stereo not drawn)	0.2	x	x	11.8	-2.0	x	x
COCC(=O)Nc1ccc2c(c1)C(=O)N(C)C[C@H](OC)[C@@H](C)CN(C(=O)c1cccnc1)[C@@H](C)CO2	x	-1.8	-5.5	10.1	9.1	-4.9	4.9
C[C@H](CO)N1C[C@H](C)[C@@H](CN(C)S(=O)(=O)c2ccc(F)cc2)OCCCC[C@H](C)Oc2ccc(NC(=O)CCC(F)(F)F)cc2C1=O	0.3[16.7 µM]	3.6	8.7	-4.9	4.5	-2.1	-6.2
COc1ccc(/C=C2\N=C3CCCCCN3C2=O)cc1	0.1	-2.4	3.8	-13.5	3.0	-3.8	-0.5
CC(C)(C)OC(=O)NCCCCCO	1.6	7.0	7.6	x	-3.9	-7.8	-13.0
CNC[C@@H]1Oc2ccc(NC(=O)CCN3CCOCC3)cc2C(=O)N([C@@H](C)CO)C[C@@H]1C	-8.1[16.7 µM]	-0.1	-4.2	9.4	-2.8	-2.5	-10.5
O=C(CCN1C(=O)C2CCCCC2C1=O)N1CCN(S(=O)(=O)c2c(F)cccc2F)CC1 (stereo not drawn)	x	0.8	-1.4	-1.5	-8.3	-5.4	x
COc1ccc(S(=O)(=O)NC2CC(=O)N(c3cccc(F)c3)C2)cc1OC (stereo not drawn)	0.3	1.1	3.9	32.4	x	3.2	-3.8
CC(O)Cc1cn(CC(=O)N2CCNCC2)nn1 (stereo not drawn)	0.8	1.9	0.4	-1.3	-18.3	0.1	-18.3
COc1ccccc1N1CCN(CC(=O)Nc2ccc3c(c2)OCCO3)CC1	x	-1.4	-1.4	x	-2.3	1.0	13.6
COc1cccc(C2C(C(=O)c3ccco3)=C(O)C(=O)N2CCCN2CCOCC2)c1OC (stereo not drawn)	4.6	-0.4	-0.7	1.7	1.5	11.0	-3.4
NS(=O)(=O)c1ccc(CNS(=O)(=O)c2ccc3c(c2)OCCO3)cc1	-8.9	3.4	-0.3	-5.6	9.8	3.2	-2.2
O=C(Cc1ccc(Cl)cc1)NNC(=S)NC(=O)c1cccs1	x	0.4	-1.7	x	0.6	11.2	-13.1
COc1ccc(C(=O)Nc2sc3c(c2C#N)CCN(C(C)=O)C3)cc1	21.0	6.0	4.9	0.1	-1.5	31.9	3.8
CCOC(=O)c1cc(C#N)c(SCC(=O)Nc2ccc(C(C)=O)cc2)[nH]c1=O	x	-0.6	0.5	-13.9	7.6	-7.7	-12.3
O=C(CSc1nc2ccccc2c(=O)n1CCCO)NC1CC1	x	-1.2	3.7	4.6	3.2	0.4	-2.6
Cc1ccc(C(=O)O/N=C(\c2ccccc2)c2cccnc2)cc1	x	0.1	9.2	-12.6	-0.7	-8.2	-9.6
CN(C1CCCCC1)S(=O)(=O)Cc1ccccc1	x	-1.0	-0.8	-1.6	x	-41.5	x
C[C@H]1CN([C@@H](C)CO)C(=O)c2ccccc2-c2ccccc2CO[C@@H]1CN(C)C(=O)[C@H]1CCCN1C	x	-0.9	-0.4	5.1	-7.7	3.4	14.9
CC1CCCC(C)N1CC(O)COCc1ccccc1F (stereo not drawn)	-5.4	x	-2.1	15.4	1.9	9.7	6.8
O=C(c1cnccn1)N1CC(=O)N2[C@H](C1)[C@H](c1ccc(/C=C/c3ccccc3)cc1)[C@@H]2CO	x	5.4	-0.5	-15.8	-4.2	-5.5	20.7
C[C@H]1CN([C@@H](C)CO)C(=O)c2cc(NC(=O)Cc3ccccc3)ccc2O[C@H]1CN(C)S(=O)(=O)c1ccc(F)cc1	-0.1[16.7 µM]	1.0	2.9	-6.5	-8.1	4.7	24.6
Cc1noc(NS(=O)(=O)c2ccc(NC(=O)c3oc4ccc(Cl)cc4c3C)cc2)c1C	-5.6	-0.8	-3.4	8.2	5.9	1.9	-21.1
Nc1ccc(S(=O)(=O)Nc2ccc(C(=O)c3ccccc3)cc2)cc1	28.2	-0.7	7.9	7.9	-3.6	-1.4	5.1
CCOC(=O)c1c(CN2CCN(CCO)CC2)n(C)c2cc(Br)c(OC)cc12	-5.4	x	x	3.4	-5.3	x	x
CC/C(O)=C1\C(=O)CCCC1=NCc1nc2ccccc2[nH]1	-7.2	0.8	3.1	-2.6	-4.1	8.2	9.8
COc1cc(C#Cc2c(-c3cncn3C)n(C)c3ccc(-c4ccc5cc[nH]c5c4)cc23)cc(OC)c1	4.9	2.3	-2.8	0.1	6.0	-51.3	4.9
COCCCNC(=O)CN(c1cc(OC)ccc1OC)S(=O)(=O)c1ccccc1	3.1	x	x	x	1.9	x	21.4
O=C(C[C@@H]1C/C=C\CC[C@H](Cc2ccc(F)cc2)C(=O)OC[C@@H]2CCCN2C1=O)NCCO	-6.7	-1.8	x	32.7	5.2	0.6	8.0
Cc1nc(SCC(=O)NCC2CCCO2)[nH]c(=O)c1C (stereo not drawn)	x	3.4	-1.7	3.7	-1.4	1.7	2.7
O=[N+]([O-])c1ccc(O)c(-c2cc(C(F)(F)F)nc(-c3ccccc3)n2)c1	x	1.1	-5.7	-3.3	4.2	36.9	107.1*
CCCc1ccc2oc(C(=O)N(C)Cc3ccn[nH]3)c(C)c2c1	2.9	-0.9	-2.9	-18.6	7.5	x	-154.7
Cc1ccc(NC(=O)c2oc(=O)c3ccccc3c2-c2ccccc2)c(C)c1	x	x	x	-16.3	-1.3	x	10.3
O=C(c1ccc2c(c1)OCO2)N1CC(=O)N2[C@H](CO)[C@@H](c3ccc(C#CCC4CCCC4)cc3)[C@@H]2C1	x	3.7	-6.8	1.4	x	5.6	18.8
COc1ccc2c3c(n(C)c2c1)[C@@H](CO)N(C(=O)C1CCOCC1)CC31CCN(C)CC1	x	-1.7	1.8	4.2	x	5.0	x
CC1CCN(C(=O)C2CC(c3ccc(F)cc3)=NO2)CC1 (stereo not drawn)	x	0.0	-0.2	-21.2	x	-62.2	x
Cn1nc(C(C)(C)C)cc1NC(=O)Nc1cc(Cl)cc(Cl)c1	1.1	3.5	-2.0	-53.6	-8.9	7.8	-1.8
